Bioassay records from PubChem BioAssay.
HT1080 IDH1KD tx: kills HT-1080 cells with IDH1 knockdown; Potency, µM (highest dose often 46.1 µM), for the others: top-dose activity, negative = toxicity, hits mostly cytotoxic; HT-1080 IDH1 knockdown viability, ATP luminescence, 48 h; actives 2% (n = 360,000);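 note: potency is the fitted concentration of half-maximal effect; 0% = DMSO wells and -100% = cell-free medium wells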
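Assay cells: HT-1080 with IDH1 knockdown, 750 per well, RPMI/5% FBS. Exposure: 48 h at 37 °C following 2 h pre-incubation. Read: CellTiter-Glo luminescence; fitted concentration-response, curve class assigned.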
MCF10A rereplic: DNA re-replication induction in MCF 10a cells; Potency, µM (highest dose often 46.1 µM), for inactives: at the top dose activity, positive = re-replication, usual class: activators; actives 2.9% (n = 350,000); MCF 10A DNA re-replication, Hoechst nuclear intensity, 48 h; AID 624296; note: potency is the fitted concentration of half-maximal effect; % of control where 0% means no effect; nearly all actives have a fitted effect of over 50% in size
ATXN2 expr inh: ATXN2 expression inhibition. AID 1745845. Potency, µM (top dose mostly 57 µM), for inactives: top-dose activity change, negative = inhibition, actives largely listed as inhibitors. actives 0.72% (n = 360,000). HEK-293 ATXN2-luciferase reporter, luminescence, 24 h; note: potency is the fitted concentration of half-maximal effect; % is set by controls: 0 for no effect and ±100 for the full control effect; nearly all actives have a fitted effect of over 55% in size
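ATXN2-luciferase reporter cells (luciferase flanked by upstream and downstream ATXN2 gene portions) were treated 24 h at 37 °C with compounds at up to 57 uM. SteadyGlo luminescence gave expression; GF-AFC fluorescence gave viability.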
HT1080NT lethal: kills 2HG-producing HT-1080-NT fibrosarcoma cells. actives 1.6% (n = 360,000). Potency, µM (doses to about 46.1 µM), without a hit: at the highest dose activity, negative = less viability, most hits filed as cytotoxic. AID 686970. HT-1080-NT fibrosarcoma viability, CellTiter-Glo ATP luminescence, 48 h;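 note: NT is the 2HG producing partner of a matched IDH1 knockdown line; potency is the fitted concentration of half-maximal effect; 0% = DMSO-treated cells and -100% = media-only wells without cells; nearly all actives have a fitted effect of over 55% in size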
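Viability of the 2HG-overproducing fibrosarcoma line after 48 hours of compound exposure at 37 degrees C was determined by luminescence with CellTiter-Glo, and concentration-effect curves were then fitted and categorized.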
IL-1B inflam inh: blocks inflammasome-driven IL-1 beta release | THP-1 LPS/ATP IL-1B secretion, AlphaLISA, 16 h; hits give low values | actives 4.7% (n = 360,000) | activity change, % at 57.5 µM | AID 743279; in the data active = activity change below about -50%; inconclusive = mostly about -30% to -49%; note: % is set by controls: 0 for no effect and ±100 for the full control effect
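THP-1 cells pretreated 1 hr with compounds (up to 57.5 uM final), then stimulated with LPS (250 ng/mL final) plus ATP (1.25 mM final); secreted IL-1B measured by AlphaLISA after 16 hr, decreased signal indicating inhibition.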
KB-V1 cytotox: kills drug-selected multidrug resistant KB-V1 cells; actives 3.4% (n = 400,000); AID 1347076; KB-V1 MDR cells viability, CellTiter-Glo, 72 h; Potency, µM (highest dose often 46.1 µM), without a hit: at the highest dose activity change, negative = cytotoxicity, usual class: cytotoxic; note: potency is the fitted concentration of half-maximal effect; % is set by controls: 0 for no effect and ±100 for the full control effect; nearly all actives have a fitted effect of over 60% in size
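Cytotoxicity toward P-gp-expressing KB-V1 cells was determined as loss of CellTiter-Glo luminescence after 72 h at 37 degrees C. Compounds were tested in quantitative HTS format across a concentration range, with curves fitted to normalized data.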
S2 tox: viability counter-screen for ATXN expression inhibitors; S2 cells (HEK-293 line with an ATXN2-luciferase reporter) viability, CellTiter-Fluor protease fluorescence, 24 h; Potency, µM (doses to about 56.7 µM), most hits filed as cytotoxic; actives 0.49% (n = 400,000); note: potency is the fitted concentration of half-maximal effect; nearly all actives have a fitted effect of over 40% in size
SW480 rereplic: inducers of DNA re-replication in SW480 colon cancer cells. SW480 DNA re-replication, Hoechst DNA content imaging, 48 h. actives 1.8% (n = 340,000). Potency, µM (doses to about 46.1 µM), for the others: top-dose re-replication activation, hits mostly activators; note: potency is the fitted concentration of half-maximal effect; % of control where 0% means no effect; nearly all actives have a fitted effect of over 55% in size
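Compounds, transferred as 23 nL by pin tool, were incubated with cells for 48 hr; DNA content per nucleus was then quantified by Hoechst staining and fluorescence plate imaging.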
KB-3-1 tox: KB-3-1 parental cell cytotoxicity; KB-3-1 viability, CellTiter-Glo ATP luminescence, 72 h; Potency, µM (doses to about 46.1 µM), inactives show top-dose activity change, negative = cytotoxic, hits mostly cytotoxic; actives 1.4% (n = 400,000); AID 1347075; note: potency is the fitted concentration of half-maximal effect; % is set by controls: 0 for no effect and ±100 for the full control effect; nearly all actives have a fitted effect of over 60% in size
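Luminescent ATP read-out (CellTiter-Glo) measures survival of drug-naive KB-3-1 cells after 72 h compound exposure at 37 °C. Titration series was screened from lowest to highest concentration, with DMSO vehicle plates as background controls.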
* = called active by the depositor; i = inactive; ? = inconclusive; nt = no result given; & = joins results of further samples; [ ] = another dose, or the depositor's remark. Unless noted, calls come from the whole dose curve; as a rule, active = well fitted curve in the direction sought with a large enough effect; inconclusive = small, poorly fitted or top-dose-only effect, or another doubt; inactive = no such curve, though single readings can be large; an effect the other way counts as inactive or inconclusive.

nr	SMILES	HT1080 IDH1KD tx	MCF10A rereplic	ATXN2 expr inh	HT1080NT lethal	IL-1B inflam inh	KB-V1 cytotox	S2 tox	SW480 rereplic	KB-3-1 tox
1	O=C(NCC(c1ccco1)N1CCCC1)c1cccc(S(=O)(=O)Nc2ccc(F)cc2)c1 (stereo not given)	-7%	2%	nt	-8%	10	-6%	i	-3%	-11%
2	CN(C)n1cccc1/C=C(\C#N)S(=O)(=O)c1ccc(Cl)cc1	-11%	2%	-19%	-1%	-3	2%	i	?	1%
3	CCOc1ccc(OCC(=O)Nc2cccc(S(=O)(=O)NC3=NCCC3)c2)cc1	-23%	?	-16%	-13%	37	10%	i	?	?
4	Cc1cc(=O)n2cn[nH]c2n1	5%	-14%	8%	7%	14	14%	i	-2%	?
5	Cc1ccc(N2C(=O)CC(Cc3cc(C)cc(C)c3)C2=O)cc1 (stereo not given)	-3%	0%	-9%	-2%	-23	-4%	i	-13%	-1%
6	COc1ccc(C=NNC(=O)c2ccccc2NS(=O)(=O)c2cccs2)cc1O	7%	-7%	18%	3%	9	?	i	-8%	1%
7	O=C1CCC(=O)N1CC(=O)N1c2ccccc2Sc2ccccc21	-1%	-2%	-4%	6%	-3	2%	i	4%	-2%
8	COc1cccc(C(=O)Nc2ccc3c(c2)C(=O)N(CC2CCCO2)C3=O)c1 (stereo not given)	1%	2%	4%	-1%	16	nt	?	-1%	nt
9	CCCC(C(=O)NCc1ccco1)N(Cc1ccco1)C(=O)CNS(=O)(=O)c1ccccc1 (stereo not given)	11%	-6%	5%	5%	2	0%	?	-21%	-5%
10	COc1ccc(C(C)=O)cc1CN1C(=O)C(C)ON=C1c1ccccn1 (stereo not given)	26%	nt	9%	20%	16	3%	i	nt	11%
11	CCCn1nnnc1NCc1ccc(SC)cc1	5%	1%	0%	-2%	-58*	?	i	-11%	7%
12	COc1ccc(C(=O)C2CCCN(C(=O)c3c4c(nn3C)CCCC4)C2)cc1F (stereo not given)	-5%	0%	nt	-11%	0	-29%	i	23%	-19%
13	Cc1ccc(CCNC(=O)CCS(=O)(=O)Cc2ccc(C)cc2)cc1	-1%	-10%	-19%	-1%	-15	-5%	i	-22%	-17%
14	C[C@H]1COc2cc(N3CCC[C@@H]3CO)ccc2S(=O)(=O)N1	6%	nt	10%	19%	36	-10%	i	nt	2%
15	COc1cc(C(=O)OCc2cc(=O)oc3c(C)c(C)ccc23)ccc1OC(F)F	23%	-1%	1%	11%	13	-8%	i	-2%	-2%
16	CCc1ccc[n+](-c2nc3ccccc3nc2C(=C=[N-])C#N)c1	-7%	3%	nt	2%	0	-14%	i	-5%	1%
17	O=C(O)c1ccccc1C(=O)Nc1nc(-c2ccccc2)cs1	7%	1%	nt	2%	13	5%	i	-4%	8%
18	Cc1sc2ncn(CC(=O)N(CC(=O)NC3CCCC3)Cc3cccs3)c(=O)c2c1C	-2%	-8%	-3%	4%	-7	2%	i	-3%	-2%
19	CCOC(=O)C1(Cc2ccc(Cl)cc2)CCN(C2CCC2)CC1	-16%	4%	10%	-14%	-7	1%	i	4%	3%
20	O=C(Nc1cccc(Cl)c1)Nc1ccccc1-n1ccnc1	-16%	-3%	-17%[11.3 µM]	-6%	8	-18%	i	0%	-15%

Continued; it opens with the 3 that closed the last part.
nr	SMILES	HT1080 IDH1KD tx	MCF10A rereplic	ATXN2 expr inh	HT1080NT lethal	IL-1B inflam inh	KB-V1 cytotox	S2 tox	SW480 rereplic	KB-3-1 tox
18	Cc1sc2ncn(CC(=O)N(CC(=O)NC3CCCC3)Cc3cccs3)c(=O)c2c1C	-2%	-8%	-3%	4%	-7	2%	i	-3%	-2%
19	CCOC(=O)C1(Cc2ccc(Cl)cc2)CCN(C2CCC2)CC1	-16%	4%	10%	-14%	-7	1%	i	4%	3%
20	O=C(Nc1cccc(Cl)c1)Nc1ccccc1-n1ccnc1	-16%	-3%	-17%[11.3 µM]	-6%	8	-18%	i	0%	-15%
21	Cc1c(N(C)C(=O)C23CC4CC(CC(C4)C2)C3)c(=O)n(-c2ccccc2)n1C	10%	-2%	-2%	37%	34	-4%	i	-6%	5%
22	CCCN1CCC(NC(=O)Cc2ccccc2OC)CC1	3%	4%	nt	9%	-1	13%	i	?	2%
23	Cc1ccc(S(=O)(=O)CCC(=O)Nc2cc(Cl)ccc2-n2cncn2)cc1	9%	-8%	-6%	9%	6	0%	i	22%	3%
24	C#CCOc1c(Cl)cc(/C=C2/C(=O)ON=C2C)cc1OCC	0%	-2%	14%	9%	11	?	i	-3%	6%
25	Cc1ccc(Cl)cc1N1CCN(C2CCCCC2NS(=O)(=O)c2ccccc2)CC1 (stereo not given)	3%	7%	nt	-7%	21	1%	i	-17%	1%
26	C=CCn1c(=O)c(CCC(=O)Nc2ccc(N3CCOCC3)cc2)nc2cc(C(F)(F)F)ccc21	5%	-4%	10%	-7%	0	-13%	i	5%	-1%
27	CC(C)c1c(O)nc(SCC(=O)N2CCOCC2)[nH]c1=O	19%	-4%	7%	-3%	11	-2%	i	-3%	6%
28	c1ccc(-c2cn3nc(-c4ccccc4)cnc3n2)cc1	5%	1%	58%[activator]	24%	0	-11%	i	nt	0%
29	CCOc1ccc(S(=O)(=O)N2CCC(C(=O)NCC3CCCO3)CC2)cc1Cl (stereo not given)	28%	-11%	-12%	2%	-12	4%	i	22%	1%
30	O=C(COC(=O)c1ccccc1N1C(=O)C2C3CCC(C3)C2C1=O)c1ccccc1 (stereo not given)	8%	2%	43%[activator]	18%	0	-1%	i	-15%	12%
31	Cc1cc(C(F)(F)F)nc(-n2cc(-c3cccc(N)c3)nn2)n1	-25%	0%	0%	?	-26	37%	i	22%[1.84 µM]	6%
32	COc1ccc(-c2nnc(SCC(=O)N3CCCCC3)o2)cc1OC	2%	8%	6%	2%	25	-10%	i	-10%	3%
33	CC(=O)Nc1ccccc1OCC(O)CS(=O)(=O)c1ccc(C(F)(F)F)cn1 (stereo not given)	0%	-6%	nt	-2%	32	-2%	i	-3%	-6%
34	Cc1cc(C)n(-c2cccc3cccnc23)n1	25%	-4%	3%	0%	-4	-7%	i	-10%	3%
35	CN(C)c1ccc(C(=O)C=Cc2ccc([N+](=O)[O-])cc2)cc1	7%	nt	nt	5%	?	1%	i	nt	-25%
36	N/C(CCS(=O)(=O)c1ccc(Cl)cc1)=N\OC(=O)c1ccccc1C(F)(F)F	21µM*	?	-18%	?	-84*	?	?	?	?
37	Cc1ccn2c(-c3csc(Nc4ccc(C(=O)O)cc4)n3)c(C)nc2c1	-28%	nt	nt	-23%	30	-1%	i	nt	-6%
38	Cc1ccc(-n2c(=O)c3c(C)c(C)sc3n(CC(=O)c3ccc(Cl)cc3)c2=O)cc1C	nt	nt	2%	nt	nt	-11%	i	nt	5%
39	CCCCCC(=O)Nc1sc(C)c(C)c1C#N	-3%	-1%	32%	-18%	11	-21%	i	9%	0%
40	CCC(C)CCN1C(Nc2ccccc2)=NC[C@@H]1Cc1ccccc1 (stereo not given in full)	-17%	17%	-24%	?	?	?	?	1%	-6%
41	Cc1nnc(N/N=C/c2ccc(O)c([N+](=O)[O-])c2)[nH]c1=O	17%	-3%	-15%	21%	1	14%	i	3%	11%
42	Cn1ccc2c(-c3ccc(F)cc3)cc3c(c21)C1CCC3C1 (stereo not given)	-5%	nt	-9%	0%	16	13%	?	nt	0%
43	Nc1nnn(CC(=O)N/N=C/c2ccc(O)cc2)n1	6%	-11%	6%	15%	15	-7%	i	-2%	15%
44	COc1cc(/C=C/C(=O)O)cc(OC)c1O	-20%	5%	7%	-6%	17	5%	i	7%	0%
45	Brc1c(CSc2nnc(-c3ccco3)o2)nc2ccccn12	-7%	0%	7%	6%	-15	0%	i	0%	4%
46	COc1ccc(C(=O)Nc2nnc(S(=O)(=O)N3CCCCCC3)s2)cc1OC	-4%	2%	-7%&1%	1%	-5	-7%&-12%	i	-2%	-9%&6%
47	Brc1ccc(C2Nc3cccc4cccc(c34)N2)o1	0%[9.24 µM]	15µM*	0%	?	-77*	3%	i	1%	-8%
48	COc1ccc(NC(=O)CN2C(=O)COc3ccc(S(=O)(=O)N4CCOCC4)cc32)cc1Cl	0%	0%	5%	-1%	?	?	i	1%	7%
49	CCOCCN1CCN(c2c3c(nc4cc(-c5ccc(F)cc5)nn24)CCC3)CC1	1%	0%	19%	0%	-7	20%	i	1%	13%
50	N#Cc1ccc(OC(=O)Cc2ccsc2)cc1	3%	1%	3%	7%	22	?	i	0%	12%
51	CCOc1ccc(CCNC(=O)COC(=O)c2nc(Cl)ccc2Cl)cc1OCC	-1%	1%	-3%	-2%	-11	-1%	i	5%	3%

Sorted by formula weight (ascending): some entries from above
nr	SMILES	HT1080 IDH1KD tx	MCF10A rereplic	ATXN2 expr inh	HT1080NT lethal	IL-1B inflam inh	KB-V1 cytotox	S2 tox	SW480 rereplic	KB-3-1 tox
50	N#Cc1ccc(OC(=O)Cc2ccsc2)cc1	3%	1%	3%	7%	22	?	i	0%	12%
47	Brc1ccc(C2Nc3cccc4cccc(c34)N2)o1	0%[9.24 µM]	15µM*	0%	?	-77*	3%	i	1%	-8%
49	CCOCCN1CCN(c2c3c(nc4cc(-c5ccc(F)cc5)nn24)CCC3)CC1	1%	0%	19%	0%	-7	20%	i	1%	13%
48	COc1ccc(NC(=O)CN2C(=O)COc3ccc(S(=O)(=O)N4CCOCC4)cc32)cc1Cl	0%	0%	5%	-1%	?	?	i	1%	7%
